From PubChem
ABCB6 inh 2: human ABCB6 transporter inhibition | K562-ABCB6 porphyrin accumulation, flow cytometry, 1 h; active compounds read low | fluorescence ratio to DMSO, % at 10 µM | 0.19% of 360,000 active | Q9NP58;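 active = fluorescence ratio to DMSO below 75%, the collection mean minus 3 SD; inconclusive = too few cells collected in the well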;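 note: signal is porphyrin accumulated inside mitochondria; 100% equals median channel fluorescence of DMSO control wells; lower ratio means ABCB6 inhibition with less porphyrin fluorescence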
PDI inh: blocks human protein disulfide isomerase activity. P07237. PDI insulin aggregation turbidity, A650, 90 min. inhibition, % at 10 µM. 0.052% of 350,000 active. AID 588391;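 active = mean inhibition across replicates of 30% or more, whatever share of single replicates reach that level; inconclusive = mean inhibition below 30% while every single replicate reaches 30%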;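 note: absorbance from insulin aggregation driven by PDI reduction with DTT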
Target sequence (P07237 whole entry, looked up): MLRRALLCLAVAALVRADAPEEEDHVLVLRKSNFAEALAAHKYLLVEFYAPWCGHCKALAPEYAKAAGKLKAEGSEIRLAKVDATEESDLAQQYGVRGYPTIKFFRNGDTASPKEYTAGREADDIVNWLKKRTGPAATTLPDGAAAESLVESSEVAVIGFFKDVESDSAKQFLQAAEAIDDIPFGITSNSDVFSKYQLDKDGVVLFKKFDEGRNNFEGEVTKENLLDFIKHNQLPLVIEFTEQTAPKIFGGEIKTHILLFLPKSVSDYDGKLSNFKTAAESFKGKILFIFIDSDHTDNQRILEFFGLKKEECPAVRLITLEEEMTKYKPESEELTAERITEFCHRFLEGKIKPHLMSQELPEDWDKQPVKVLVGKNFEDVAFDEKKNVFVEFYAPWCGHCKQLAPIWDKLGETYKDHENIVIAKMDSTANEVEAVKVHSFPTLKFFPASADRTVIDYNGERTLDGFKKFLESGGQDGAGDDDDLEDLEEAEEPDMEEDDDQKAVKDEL
N-glyco inh: blocks N-linked glycosylation in D54 reporter cells; D54 ERlucT glycosylation luciferase reporter, 24 h; percent of 100 nM tunicamycin response; reporter increase, % at 12.5 µM; 0.23% of 360,000 active;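 active = mean luciferase reporter signal, scaled so untreated is 0 and the glycosylation-blocking control 100, at or above a set limit in every replicate; inconclusive = mean reaches the limit but not every replicate does; inactive = mean below the limit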;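 note: luciferase carries N-glycosylation sites so blocking glycosylation raises the light; 0% = median of neutral control wells and 100% = median of 100 nM tunicamycin wells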
CaV13 ICDI inh: Disruptors of the CACNA1D IQ motif to Ca2+-dependent inactivation inhibitor domain association, primary screening, Förster resonance energy transfer in intact living …; HEK cells, CFP/YFP FRET ICDI-IQ, plate reader, 10 min; percent FRET-ratio fall versus neutral wells; inhibition, % at 12.3 µM; AID 743397; 0.098% of 340,000 active;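 active = mean replicate inhibition of at least 30% and at least 1% of replicates passing that level; inconclusive = only one of the two criteria is met; inactive = neither criterion is met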;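 note: 0% = median of the neutral control wells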
aDG glyco up: increases alpha dystroglycan glycosylation; Pro5-aDG cells, alpha-DG glycosylation AlphaScreen (IIH6); 0% Pro5, 100% B10-LARGE cell signal; activation, % at 10 µM; 0.22% of 360,000 active;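 active = activation of at least 8% versus controls, or a plate z-score of at least 8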;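 note: Pro5 are CHO cells carrying HIG-tagged alpha-DG that lacks glycosylation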
m5-HT2A agonist: agonists of mouse serotonin 5-HT2A receptor (HTR2A); P35363; CHO-K1 mHTR2A beta-arrestin complementation, luminescence; percent of 30 µM serotonin response; activation, % at 7.6 µM; 0.66% of 360,000 active;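 active = activation above a run cutoff, the mean activation of all tested compounds plus 3 SD, cut at about 14% in these data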;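 note: 0% = plate median of compound wells and 100% = 30 µM serotonin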
Target sequence (P35363 whole entry, looked up): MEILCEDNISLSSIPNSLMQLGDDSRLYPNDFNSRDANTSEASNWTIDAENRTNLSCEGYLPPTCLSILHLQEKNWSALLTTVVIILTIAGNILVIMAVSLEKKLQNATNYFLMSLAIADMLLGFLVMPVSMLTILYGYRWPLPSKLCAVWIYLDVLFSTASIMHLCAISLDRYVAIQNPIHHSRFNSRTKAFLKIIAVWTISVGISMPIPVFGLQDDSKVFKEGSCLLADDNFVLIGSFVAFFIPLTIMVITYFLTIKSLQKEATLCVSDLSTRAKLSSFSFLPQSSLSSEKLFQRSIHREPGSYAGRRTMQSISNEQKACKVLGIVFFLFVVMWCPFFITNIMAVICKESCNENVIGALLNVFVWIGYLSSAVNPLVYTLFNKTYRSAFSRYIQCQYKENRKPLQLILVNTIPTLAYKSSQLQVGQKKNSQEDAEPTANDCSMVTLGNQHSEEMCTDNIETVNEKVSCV
Cardio protect: myocardial damage modulation in H9c2 cells | H9c2 cardiomyocytes, H2O2 injury protection, ATPLite, 2 h | protection from H2O2 cell death, % at 20 µM | 0.63% of 360,000 active;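 active = compounds giving at least 50% protection of heart cells from peroxide-induced death in the single-dose screen, raw or plate-pattern-corrected value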;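 note: 0% = DMSO wells with peroxide and 100% = DMSO wells without peroxide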
Vif imaging: HIV Vif inhibition | HEK293T cells, Vif self-association by quenched fluorescence, imaging, 24 h | inhibition, % at 7.49 µM | 0.35% of 340,000 active; in the data active = inhibition above about 50%, passing the limit was not always enough; inconclusive = no clear call, values can overlap the other calls; inactive = below about 31%; note: some results filed as inactive read as strong as hits
Granule exo inh: lytic granule exocytosis inhibition. TALL-104 LAMP-1 surface exposure, flow cytometry; cells stimulated with thapsigargin and PMA. inhibition, % at 10 µM. 0.66% of 360,000 active. AID 651702;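 active = inhibition above about 55%, limit read from the data; inconclusive = no clear call, values can overlap the other calls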
hiPSC survival: enhancers of human iPSC single-cell survival | hiPSC single-cell survival, ATPlite luminescence; 100% = ROCK inhibitor wells, 0% = DMSO | survival enhancement, % at 20 µM | 0.044% of 360,000 active | AID 602274; in the data active = survival enhancement above about 18%;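 note: cells exposed to compounds for 16 hours before the ATP read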
Active calls of the source: *; ? = inconclusive; nt = not tested or not shown.

SMILES	ABCB6 inh 2	PDI inh	N-glyco inh	CaV13 ICDI inh	aDG glyco up	m5-HT2A agonist	Cardio protect	Vif imaging	Granule exo inh	hiPSC survival
Cc1ccc(/C(O)=C2\C(=O)C(=O)N(CC(C)O)C2c2ccccn2)cc1 (stereo unspecified)	99	1	0	12	0.0	-3	0	5	2	0.0
C=C1[C@@H](O)[C@H](Cc2ccccc2)N(Cc2ccccc2Br)S1(=O)=O	85	5	7	-8	0.2	1	-7	-4	-16	3.7
CCN(CC)S(=O)(=O)c1cccc(C(=O)OCC(=O)NCCN2C(=O)CSC2=O)c1	94	10	0	-4	0.0	-4	0	10	1	-0.1
CC(C)n1nc(C(=O)Nc2ccccc2N2CCOCC2)c2ccccc2c1=O	95	3	-6	-4	-0.1	2	-8	-3	-2	1.6
Fc1cccc(CN2CCSCC2)c1	102	0	1	-5	-0.1	-4	11	5	-3	-0.6
CCc1noc(C)c1C(=O)N1CCN(S(=O)(=O)c2c(C)c(C)cc(C)c2C)CC1	95	-15	-4	-5	0.3	1	-6	2	6	-0.3
O[C@H]1C[C@H](c2ccccc2)N(CC2CCCCC2)C[C@@H]1n1cc(-c2ccc(F)cc2)nn1	98	-5	-5	-6	0.3	6	-30	nt	15	1.9
COc1ccc(OC)c(CNc2c(C=O)c(=O)[nH]c3ccccc23)c1	98	11	-2	5	0.2	-6	2	3	23	0.0
Cc1cccc(C)c1N(CC(=O)N(C)Cc1ccccc1)S(C)(=O)=O	97	8	1	-2	0.0	-4	14	3	-3	-0.3
CCN(CC)C(=O)CN(C#N)c1nc(C)cc(C)n1	95	14	0	-8	-0.2	-1	0	8	-2	-1.1
COc1ccc(N2CCN(CCCNC(=O)CN3CCN(Cc4ccccc4C)C3=O)CC2)cc1	98	6	-3	nt	1.8	-8	-20	-14	18	-7.2
COc1ccc(N(CC(=O)NCc2ccc(F)cc2)C(=O)Cn2nnc(-c3ccc(C)o3)n2)cc1OC	96	-10	-1	-3	-0.2	-2	8	-8	?	0.2
CCCCN1C(=O)C(CC(=O)NCC2CCCCC2)CC(C(=O)N(C(C)C)C(C)C)=C1C (stereo unspecified)	102	-2	2	-6	0.5	1	4	-2	-6	3.4
Cc1cc(N2CCOCC2)nc2ccc(NC(=S)N3CCN(c4ccccc4)CC3)cc12	91	-2	-2	-5	0.7	-7	0	-17	10	-0.9
Fc1ccc(OCc2nc(-c3ccc(Br)o3)no2)c(F)c1	95	-4	2	-5	0.3	-8	-6	6	-4	-0.3
CN(C)/C=N/c1nc2nccc(-c3cccc(Cl)c3)n2n1	101	1	7	-3	-0.2	2	-3	1	-2	0.8
CC1=C(C(=O)OCC(C)C)C(c2ccc(Br)s2)NC(=O)N1 (stereo unspecified)	97	0	-1	-1	-0.3	-1	-10	-6	-1	-0.1
Cc1ccc(C23CC4CC(CC(C(=O)N5CCOCC5)(C4)C2)C3)cc1	97	3	1	-8	0.7	-2	-7	-8	-2	1.0
CCC(Sc1nncn1C)C(=O)Nc1ccccc1OC (stereo unspecified)	100	2	3	-3	0.0	2	1	-1	4	0.8
CCN(CC)c1ccc2nc3ccccc3[n+](CC)c2c1	123	-4	-6	nt	0.4	-3	-20	-1	-4	-0.7
O=C(/C(=N/O)c1ccccc1)c1ccccc1	92	23	-3	-6	0.0	-4	-3	-1	-1	-0.5
COc1ccc(C(C)=O)cc1Cn1nc(C)c([N+](=O)[O-])c1C	94	-5	-2	-1	0.0	4	9	-8	2	1.5
CCC(=O)Nc1ccc(Nc2nc(C)c([N+](=O)[O-])c(Nc3ccc(NC(=O)CC)cc3)n2)cc1	92	12	-3	-4	-0.8	5	70*	-4	0	1.7
O=C1Nc2ccc([N+](=O)[O-])cc2OC1CCN1CCN(Cc2ccc3c(c2)OCO3)CC1 (stereo unspecified)	93	2	-1	-11	0.0	-5	-2	-5	-1	1.1
CCN1C(=O)[C@H]2[C@@H](c3ccc(-c4ccc(F)cc4)cc3)N3CCCC[C@@]3(C(=O)OC)[C@H]2C1=O	100	0	-3	-5	0.2	-10	-12	-6	-4	-0.1

Shown bar-delimited: part of the list above
SMILES | ABCB6 inh 2 | PDI inh | N-glyco inh | CaV13 ICDI inh | aDG glyco up | m5-HT2A agonist | Cardio protect | Vif imaging | Granule exo inh | hiPSC survival
Fc1ccc(OCc2nc(-c3ccc(Br)o3)no2)c(F)c1 | 95 | -4 | 2 | -5 | 0.3 | -8 | -6 | 6 | -4 | -0.3
CN(C)/C=N/c1nc2nccc(-c3cccc(Cl)c3)n2n1 | 101 | 1 | 7 | -3 | -0.2 | 2 | -3 | 1 | -2 | 0.8
CC1=C(C(=O)OCC(C)C)C(c2ccc(Br)s2)NC(=O)N1 (stereo unspecified) | 97 | 0 | -1 | -1 | -0.3 | -1 | -10 | -6 | -1 | -0.1
Cc1ccc(C23CC4CC(CC(C(=O)N5CCOCC5)(C4)C2)C3)cc1 | 97 | 3 | 1 | -8 | 0.7 | -2 | -7 | -8 | -2 | 1.0
CCC(Sc1nncn1C)C(=O)Nc1ccccc1OC (stereo unspecified) | 100 | 2 | 3 | -3 | 0.0 | 2 | 1 | -1 | 4 | 0.8
CCN(CC)c1ccc2nc3ccccc3[n+](CC)c2c1 | 123 | -4 | -6 | nt | 0.4 | -3 | -20 | -1 | -4 | -0.7
O=C(/C(=N/O)c1ccccc1)c1ccccc1 | 92 | 23 | -3 | -6 | 0.0 | -4 | -3 | -1 | -1 | -0.5
COc1ccc(C(C)=O)cc1Cn1nc(C)c([N+](=O)[O-])c1C | 94 | -5 | -2 | -1 | 0.0 | 4 | 9 | -8 | 2 | 1.5
CCC(=O)Nc1ccc(Nc2nc(C)c([N+](=O)[O-])c(Nc3ccc(NC(=O)CC)cc3)n2)cc1 | 92 | 12 | -3 | -4 | -0.8 | 5 | 70* | -4 | 0 | 1.7
O=C1Nc2ccc([N+](=O)[O-])cc2OC1CCN1CCN(Cc2ccc3c(c2)OCO3)CC1 (stereo unspecified) | 93 | 2 | -1 | -11 | 0.0 | -5 | -2 | -5 | -1 | 1.1
CCN1C(=O)[C@H]2[C@@H](c3ccc(-c4ccc(F)cc4)cc3)N3CCCC[C@@]3(C(=O)OC)[C@H]2C1=O | 100 | 0 | -3 | -5 | 0.2 | -10 | -12 | -6 | -4 | -0.1

Following part:
SMILES	ABCB6 inh 2	PDI inh	N-glyco inh	CaV13 ICDI inh	aDG glyco up	m5-HT2A agonist	Cardio protect	Vif imaging	Granule exo inh	hiPSC survival
Cn1c(CSc2ncccn2)nnc1SCC(=O)N1CCCCC1	98	1	-2	-9	1.1	1	7	23	0	-2.3
COc1ccccc1NC(=S)N(CCCN1CCOCC1)Cc1cn(C)c2ccccc12	98	12	-2	-5	-0.2	2	28	-5	-1	1.7
CCOC(=O)[C@@H]1[C@H]2COc3ccccc3[C@@H]2N2C(=O)N(c3ccc(OC)cc3)C(=O)[C@@]12C	96	0	6	-12	0.0	6	1	5	9	-1.5
Cc1ccc(N2C(=O)C(Cc3ccccc3)NC2=S)cc1 (stereo unspecified)	102	-5	1	nt	-0.2	1	-5	-9	-3	-1.1
O=C(NCCCn1ccnc1)/C(=C\c1cccs1)NC(=O)c1ccco1	103	-1	4	-4	-0.2	-1	3	-6	-2	3.3
O=C(/C=C/c1cc([N+](=O)[O-])ccc1OC(F)F)Nc1ccc(OC(F)F)cc1	104	6	0	-6	0.3	-3	-3	5	-4	5.8
Cc1ccc(S(=O)(=O)N2CCOC23CCN(S(=O)(=O)c2cccs2)CC3)cc1	99	12	-2	-1	0.3	3	-13	-19	7	0.1
C=CCn1c(COc2cccc3ccc(C)nc23)nnc1SCC(=O)O	95	-18	3	-4	-0.2	5	4	14	2	1.0
CNC(=O)c1c(Br)cnn1-c1ccc(C)cc1	86	-1	-3	-3	-0.1	-2	-8	-10	-1	0.7
O=C(O)C(Cc1c[nH]c2ccccc12)NS(=O)(=O)c1ccc(Cl)cc1 (stereo unspecified)	95	-1	-1	2	-0.5	-1	2	-6	-3	1.6
C=C1CCN(c2ccc(C(=O)NCc3ccc(OC)cc3)cc2[N+](=O)[O-])CC1	98	1	-6	-3	-0.3	1	-6	nt	0	0.9
COc1ccc(CN2CCCC(CO)(Cc3ccc(F)cc3F)C2)cc1 (stereo unspecified)	96	-8	-1	-23	0.0	-6	2	4	22	-0.3
CN(C)CCCN(C(=O)c1ccc(S(=O)(=O)N2CCCCCC2)cc1)c1nc2ccc(Br)cc2s1	103	-5	-3	-5	0.4	-11	-16	-11	41	-0.3
C=CCn1c(N)c(C(=O)NCCC2=CCCCC2)sc1=S	103	-13	-1	-9	-0.2	-1	0	10	-3	-1.7
N#Cc1nc(Cc2ccccc2)oc1N1CCN(c2ccccc2)CC1	89	12	-2	-7	-0.5	-9	-5	3	1	0.5
Cc1cc2nc(C)c(Cc3ccccc3)c(=O)n2[nH]1	99	3	0	-4	-0.3	9	6	-2	-5	-0.2
Cc1nnc(Sc2cc(C(=O)NC3CC3)c3ccccc3n2)s1	98	4	-3	10	0.0	2	-1	-4	-2	-0.3
Cc1ccccc1C(=O)N1CCC(C(=O)Nc2sccc2C(N)=O)CC1	100	0	1	-3	0.0	-1	-4	17	4	-0.9
CN(C(=O)c1cccc(NC(=O)Cc2cccc(NC(=O)C3CCCN(C(=O)c4ccccc4)C3)c2)c1)C1CC1 (stereo unspecified)	94	-5	-1	-4	0.2	-1	-6	nt	0	-1.8
Cc1ccccc1NC(=O)c1cccc(N2C(=O)C3CCC(C)CC3C2=O)c1 (stereo unspecified)	102	1	4	-4	0.0	2	-2	19	-18	0.4
CCN1CCN(C(c2ccccn2)c2c(NC(=O)c3ccccc3)sc(C)c2C)CC1 (stereo unspecified)	100	1	-6	-8	0.0	4	14	-10	6	0.0
CCOC(=O)c1cnc(SCC(=O)Nc2ccc(N3CCOCC3)c(Cl)c2)nc1N	93	6	0	-11	0.2	4	-5	-9	-3	-0.8
C=C(C)CCC(C)N1CCC(n2nccc2NC(=O)CCCc2ccccc2)CC1 (stereo unspecified)	95	8	-5	-7	0.4	-10	2	-2	5	-0.5
CCOc1ccc(CSCCNC(=S)Nc2ccc(OC)cc2)cc1	100	0	-4	8	0.4	-5	0	-8	25	-0.7
